From PubChem BioAssay
NR2E3 ag-1 = NR2E3 agonists in two-hybrid cells, primary screen, cell-based, luminescence, CHO-S, Gal4-NCOR/VP16-NR2E3; luciferase; inhibition of corepressor binding, % at 3.98 µM; actives 0.35% (n = 360,000); AID 602229, 2012;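 active = inhibition above the mean of all tested compounds plus 3 SD, cut at about 70% in these data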;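 also: 0% = DMSO with NR2E3 transfected cells and 100% = cells lacking NR2E3 construct; higher means lower luciferase signal from less NR2E3 corepressor binding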
Target sequence (Q9Y5X4 whole entry, looked up, the tested form may be a part): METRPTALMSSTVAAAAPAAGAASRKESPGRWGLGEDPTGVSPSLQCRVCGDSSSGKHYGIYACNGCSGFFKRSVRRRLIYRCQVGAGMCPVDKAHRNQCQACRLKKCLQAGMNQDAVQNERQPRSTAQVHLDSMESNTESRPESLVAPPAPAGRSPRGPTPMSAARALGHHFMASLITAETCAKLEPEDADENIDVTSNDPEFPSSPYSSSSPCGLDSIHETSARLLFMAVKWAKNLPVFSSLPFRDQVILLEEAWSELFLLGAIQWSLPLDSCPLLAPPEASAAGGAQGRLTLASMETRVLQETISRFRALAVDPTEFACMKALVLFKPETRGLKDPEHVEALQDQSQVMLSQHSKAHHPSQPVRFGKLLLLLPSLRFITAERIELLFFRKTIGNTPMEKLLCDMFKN
Peg3 promoter = Peg3 promoter-driven luciferase inhibitors, primary screen, cell-based, HeLa, luciferase luminescence | HeLa PEG-Prom luciferase reporter, overnight | inhibition, % at 20 µM | actives 1.7% (n = 360,000);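 active = inhibition of at least 50% at 20 µM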
HIF-2a block = HIF-2a reporter inhibitors, primary screen, luminescence, 786-0 RCC cells. 786-0 RCC cells HIF-2a reporter, luciferase luminescence, overnight. inhibition, % at 18.8 µM. actives 0.72% (n = 360,000);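 active = inhibition of the luminescence signal of 40% or more relative to plate controls, in a single-dose primary screen at 18.75 µM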
PDI inh = inhibitors of human PDI, primary screen, biochemical, turbidity, single point, plate reader | Protein disulfide-isomerase (Homo sapiens), P07237 | PDI insulin aggregation turbidity, A650, 90 min | inhibition, % at 10 µM | actives 0.052% (n = 350,000) | AID 588391, 2011;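 active = mean inhibition across replicates of 30% or more, whatever share of single replicates reach that level; inconclusive = mean inhibition below 30% while every single replicate reaches 30%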;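 also: absorbance from insulin aggregation driven by PDI reduction with DTT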
Target sequence (P07237 whole entry, looked up): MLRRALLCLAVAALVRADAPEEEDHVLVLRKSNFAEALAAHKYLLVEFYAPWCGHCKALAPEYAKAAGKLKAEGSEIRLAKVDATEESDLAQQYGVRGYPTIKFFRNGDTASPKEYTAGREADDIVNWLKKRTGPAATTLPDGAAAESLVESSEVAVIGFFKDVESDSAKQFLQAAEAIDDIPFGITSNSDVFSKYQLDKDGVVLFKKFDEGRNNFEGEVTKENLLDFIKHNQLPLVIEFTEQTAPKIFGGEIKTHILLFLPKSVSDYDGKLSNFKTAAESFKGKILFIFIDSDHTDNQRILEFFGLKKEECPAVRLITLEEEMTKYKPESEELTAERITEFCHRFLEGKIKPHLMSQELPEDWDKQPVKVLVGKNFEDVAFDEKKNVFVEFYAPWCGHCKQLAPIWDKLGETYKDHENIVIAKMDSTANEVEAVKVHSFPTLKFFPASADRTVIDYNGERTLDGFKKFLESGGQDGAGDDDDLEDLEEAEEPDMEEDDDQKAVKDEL
KKLEB cytotox = cytotoxicity in KKLEB CF airway cells, primary screen, cytotoxicity control for CF NF-kB inhibitor project, cell-based, uHTS, fluorescence assay plates; KKLEB CF airway cells viability, ATPlite luminescence, overnight; stronger effect = lower value; cells stimulated with P. aeruginosa culture filtrate; activity change (cytotoxicity), % at 5 µM; actives 0.36% (n = 360,000); AID 602141, 2011;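 active = corrected activity change at or below -50% at 5 µM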
Shn3 3UTR inh = reduction of Shn3 3'UTR firefly luciferase signal, primary screen, Schnurri-3 inhibitor project, cell-based, Clone20 osteoblasts, set 2; Clone20 osteoblast Shn3 3'UTR firefly luciferase, 24 h; inhibition, % at 12.5 µM; actives 0.52% (n = 360,000); AID 588674, 2011;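 active = mean inhibition of at least 75% with every replicate also reaching 75%; inconclusive = mean inhibition at least 75% but some replicate below; inactive = mean inhibition below 75%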;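 also: 0% = median of neutral control wells and 100% = pilot-screen positive control compound; some compounds past the cut are filed as inactive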
Vif inh = HIV Vif self-association inhibitors, primary screen, imaging, HEK293T, single point | HEK293T cells, Vif self-association by quenched fluorescence, 24 h | inhibition, % at 7.49 µM | actives 0.35% (n = 340,000) | AID 602346, 2012; in the data active = inhibition above about 50%, passing the limit was not always enough; inconclusive = no clear call, values can overlap the other calls; inactive = below about 31%; also: some results filed as inactive read as strong as hits
NR2E3 ag-2 = inhibitors of NR2E3-RetCOR corepressor binding, primary screen, NR2E3 agonist project, biochemical, TR-FRET, GST-NR2E3, biotin-RetCOR; AID 2300, 2010; actives 0.12% (n = 320,000); inhibition of corepressor binding, % at 4.78 µM; 1536-well;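 active = percent inhibition above the cutoff of mean plus 3 SD of all tested compounds, set per screening campaign, cut at about 20% in these data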;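 also: 0% = DMSO wells and 100% = biotin wells as full block of FRET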
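Material: NR2E3–RetCOR corepressor complex / Amount: 1.35 nM GST-NR2E3 / Medium: Tris pH 7.5 / Compound: single nominal compound dose of 4.8 µM / Incubation: 5 h at 4 °C / Technique: TR-FRET, Eu(K)-anti-GST donor, streptavidin-D2 acceptor, ex 340, em 617/671 nm / Read-out basis: percent loss of FRET ratio relative to control wells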
MITF TRPM1 inh = inhibitors of MITF-dependent TRPM1 promoter reporter, primary screen, cell-based, SK-MEL-5, single point, luciferase | SK-MEL-5 TRPM1 promoter luciferase, 24 h | inhibition, % at 12.5 µM | actives 0.83% (n = 330,000) | AID 488899, 2010;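 active = mean inhibition across replicates of 60% or more, whatever share of single replicates reaches that level; inconclusive = some that reach 60%, reason not given; inactive = mean inhibition across replicates below 60%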; also: values of inactives mirror those of a sister screen read the other way
CaV13 FRET inh = Primary screen for inhibitors of IQ motif and Ca2+-dependent inactivation inhibitor domain binding in CACNA1D, Förster resonance energy transfer in living cells, …; HEK cells, CFP/YFP FRET ICDI-IQ, plate reader, 10 min; percent FRET-ratio fall versus neutral wells; inhibition, % at 12.3 µM; actives 0.098% (n = 340,000); AID 743397;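 active = mean replicate inhibition of at least 30% and at least 1% of replicates passing that level; inconclusive = only one of the two criteria is met; inactive = neither criterion is met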;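 also: 0% = median of the neutral control wells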
CF NFkB inh = inhibitors of PAF-induced NF-kB signaling, primary screen, cell-based, GFP fluorescence, uHTS; AID 588850, 2011; inhibition, % at 5 µM; KKLEB NF-kB-GFP reporter, GFP fluorescence overnight; actives 0.86% (n = 360,000);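 active = at least 50% inhibition at 5 µM, scaled per plate between neutral and stimulator controls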;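 also: PAF is a Pseudomonas aeruginosa culture filtrate used as stimulus; plate controls were PAF-stimulated DMSO wells for no effect and unstimulated DMSO wells for full effect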
* marks the source's active call; other numbers are inactive results; ? = inconclusive; . = not tested or not shown.

SMILES	NR2E3 ag-1	Peg3 promoter	HIF-2a block	PDI inh	KKLEB cytotox	Shn3 3UTR inh	Vif inh	NR2E3 ag-2	MITF TRPM1 inh	CaV13 FRET inh	CF NFkB inh
CN1CCN(C(=O)c2ccc(COc3cc(Cl)ccc3Cl)o2)CC1	8	-5	-9	-4	-1	10	0	3	2	-4	8
O=C(CN(Cc1ccc(Br)cc1)S(=O)(=O)c1ccccc1)NCc1ccccn1	-43	7	4	5	4	6	-7	1	5	-11	12
COc1ccc(-c2c(C)nn3c(N4CCC5(CC4)OCCO5)cc(C)nc23)cc1OC	-34	19	29	6	-8	-9	-1	4	9	-5	9
COC(=O)C1=C(C)Nc2[nH]c(=S)[nH]c(=O)c2C1c1ccc(OC)cc1 (stereo unspecified)	-26	5	17	-5	-4	-4	-33	2	4	-5	-8
COc1cc(OC)cc(-n2nnnc2SCC(=O)NCCc2ccc(OC)c(OC)c2)c1	0	10	18	8	-10	2	0	1	6	-1	12
COc1ccccc1-c1csc(C(C)(NC(C)=O)c2ccccc2)n1 (stereo unspecified)	-15	-2	-20	1	-1	-3	-5	.	.	-5	11
Cc1ccc(C(=O)c2ccc(C)cc2)cc1	13	-17	-21	1	1	-13	17	0	-27	-3	15
C=C(C)C1CC=C(C)/C(=N/NC(=O)COc2cccc3ccccc23)C1 (stereo unspecified)	-11	-25	-29	-5	-7	-9	15	-2	-16	-6	16
CN(c1ccc(S(=O)(=O)N2CCOCC2)cn1)C1CCCCC1	18	-1	-13	-4	3	5	.	0	8	-1	5
CCOc1ccccc1C1C(C(N)=O)=C(C)Nc2nc(-c3ccc(OC)cc3)nn21 (stereo unspecified)	-19	-9	-2	-8	-10	-41	3	4	1	-5	-5
Cc1ccc(CN2CCN(/N=C/c3ccc(C(=O)O)cc3)CC2)cc1	-4	4	11	-10	12	-17	2	-1	19	-6	-7
CCOC(=O)c1cc(-c2csc(-c3ccc(C(C)(C)C)cc3)n2)on1	-14	-8	57*	3	0	37	-1	-2	4	-5	-4
COc1ccc(-c2cn(-c3ccc(C)cc3C)c(=O)[nH]2)cc1OC	-42	-15	-19	.	-3	12	2	1	0	18	12
COC(=O)c1ccccc1NC(=O)CSc1nc2c(c(=O)[nH]1)CCC2	-12	3	11	-3	8	-5	-5	-1	15	-2	-21
O=C(O)CCCC(=O)N1CCOCCOCCOCCOCC1	7	6	12	1	-20	-9	5	5	3	-19	6
O=C(O)c1ccc(C(=O)Nc2cccc(NC(=O)C3CCCO3)c2)cc1 (stereo unspecified)	-7	-28	-33	0	7	-8	.	11	10	.	4
O=C(COc1ccc2ccccc2c1)NC1=NCCS1	-9	-127	-101	-5	12	-33	8	-2	-45	-4	-4
COc1ccc(OC)c(S(=O)(=O)N2CCCC(C(=O)NCc3ccccn3)C2)c1 (stereo unspecified)	-29	18	20	0	3	7	4	6	-1	-4	-2
CCC(c1nc2ccccc2c(=O)n1-c1nc2ccccc2s1)N1C(=O)c2ccccc2C1=O (stereo unspecified)	12	-1	14	8	-12	2	.	5	0	-2	15
N#CC1=C2SCN(Cc3ccco3)CN2C(=O)CC1c1ccc(Cl)cc1 (stereo unspecified)	-23	6	5	0	0	4	1	2	9	-9	16
Cc1ccc(/C=C/C(=O)c2nc3ccccc3[nH]2)cc1	11	-91	-59	-6	-31	4	-4	-1	-8	-3	15
Cc1ccc(OCCCC(=O)Nc2nnc(C3CCCO3)s2)c(C)c1 (stereo unspecified)	-30	-1	19	0	21	-25	-4	-2	5	8	-18
CCn1c(SCC(=O)Nc2nnc(C)s2)nnc1-c1ccncc1	9	-57	5	12	6	-2	2	9	5	-8	-1
Cc1cccc(NC(=O)CC(=O)Nc2cccc(C)c2)c1	-16	4	-10	-1	0	15	-1	2	10	-10	-1
Cc1ccc(S(=O)(=O)N2CCN(S(C)(=O)=O)C2)cc1	9	1	13	-6	-10	1	12	1	-5	-9	18
CCN(CC(=O)Nc1cc(S(=O)(=O)N2CCCCC2)ccc1C)Cc1ccccc1	-17	9	16	-1	-3	22	-7	3	18	-7	-1
S=C1COC(c2ccccc2)N1c1ccccc1 (stereo unspecified)	-23	0	-13	-9	2	-20	.	0	3	-5	-15
COc1ccc(CCNC(=O)CN(C2CCCCC2)S(C)(=O)=O)cc1OC	-24	-8	11	10	1	-1	6	0	9	-7	-3
Cc1ccc2ccc(C3C(=O)c4ccccc4C3=O)nc2c1	-89	-233	-231	-13	-5	-9	-3	0	-20	-10	-173
Cc1ccc(CNC(=O)C2CSC3(C)CCC(=O)N23)cc1 (stereo unspecified)	-14	-4	3	0	-11	9	11	.	10	-5	-1
CN(C)S(=O)(=O)c1ccc(C(=O)NCC[N+]2(C)CCCCCC2)o1	-9	4	18	0	19	-7	-4	0	10	-1	-2
O=C(CSc1nc2ccccc2o1)NCC1CCCO1 (stereo unspecified)	-32	-24	-33	5	0	-16	-2	2	-9	-6	-18
COc1ccc(-c2nc(-c3ccccn3)no2)cc1	36	89*	88*	-3	-80*	88*	-2	-5	87*	8	-36
O=C(Nc1cccc(C(=O)N2CCOCC2)c1)C1CCCC1	-9	-11	-3	5	-1	5	.	.	21	-8	14
CC(C)C1NC(=S)N(C2CCCCC2)C1=O (stereo unspecified)	2	5	22	0	7	-15	-1	1	6	-3	12
CCN1CCN(C(=S)c2ccc(OCC(=O)N3CCOCC3)cc2)CC1	4	6	13	9	6	-59	0	2	-14	-5	2
O=C(CSc1nc2ccccc2c(=O)[nH]1)N1CCOCC1	-21	1	1	0	0	3	-2	-3	3	.	-8
CC(C)(C)NC(=O)NC(=O)COc1ccccc1C#N	-88	-305	-220	0	1	-79	-3	3	-108	2	-12
O=C(OCc1ccc(C(=O)c2ccccc2)cc1)c1cccc(-c2nnc(-c3ccccc3)o2)c1	-49	-132	-38	5	-14	44	.	0	4	-7	-9
CCCCCCCCCCCCN1[C@@H](CC(C)=O)c2cc(C(F)(F)F)ccc2S1(=O)=O	-17	4	18	6	-3	12	.	1	0	-6	5
C=CC1=C(C(=O)O)N2C(=O)[C@@H](NC(=O)/C(=N/OCC(=O)O)c3csc(N)n3)[C@H]2SC1	-24	-4	-12	0	-2	15	?	-15	1	-5	-1
Cc1nnsc1C(=O)NC(=O)Nc1ccc(F)c(Cl)c1	-8	-2	3	13	7	2	5	-2	-6	-19	-7
CC1(C)SC2c3ccccc3C(=O)N2[C@@H]1C(=O)NC1CCCC1 (stereo partly specified)	-12	16	7	4	6	-5	-2	-1	12	-4	-6
Cc1ccc(-c2cc(-c3ccccc3Cl)[nH]n2)c(O)c1	-178	-262	-318	-3	-1	-76	-3	1	-73	-5	3
CN(C)c1ccc(P(=O)(OC2CCCCC2)C(Nc2ccccc2)c2cccnc2)cc1 (stereo unspecified)	-12	18	29	2	-15	-6	1	1	.	-22	9
O=C(OCC(=O)N1CCCc2ccccc21)c1ccccc1NCCO	-5	-16	-46	-2	-9	-3	5	3	-7	-7	-1
N/C(=N\OS(=O)(=O)c1ccccc1)c1ccccn1	-10	3	-10	1	2	-22	11	-4	-1	-7	5
CCOc1ccccc1C(=O)NCC(=O)NCCSc1ccc(Br)cc1	12	-11	8	-5	-3	9	-14	.	-5	.	29
Cc1c(C(=O)N(Cc2ccccc2Cl)C2CCS(=O)(=O)C2)oc2ccccc12 (stereo unspecified)	-17	15	18	.	13	-41	-9	5	-2	-6	-19
O=C(Nc1nc2ccsc2c(=O)s1)c1ccco1	-44	-193	-234	-10	-5	-100	-1	1	.	-19	-20
(more compounds)
SMILES	NR2E3 ag-1	Peg3 promoter	HIF-2a block	PDI inh	KKLEB cytotox	Shn3 3UTR inh	Vif inh	NR2E3 ag-2	MITF TRPM1 inh	CaV13 FRET inh	CF NFkB inh
O=C(O)c1[nH]c2ccc(Cl)cc2c1CCN1C(=O)c2ccccc2C1=O	17	16	14	2	-3	-17	-2	1	25	-2	-1
COc1ccc(-c2cc(C(=O)N3CCC3)c3ccccc3n2)cc1OC	1	-8	8	10	-11	3	.	-2	1	-3	-2
COc1cccc(C(=O)c2c[nH]c(C(=O)NCc3cccs3)c2)c1	-4	33	-63	-9	3	-2	-2	3	-6	-4	18
CC1C2CC(C(CN(C)C)/C2=N/O)C1(C)C (stereo unspecified)	0	-2	0	-8	2	-2	8	-1	-4	-5	1
Cn1c(Cc2ccc(Cl)cc2)nnc1SCC(=O)NC1CC1	-38	4	11	2	-5	19	2	3	10	-10	36
Cc1nc2ccccn2c1CN(C)C(=O)C1CCC(=O)N(Cc2cccc(F)c2)C1 (stereo unspecified)	15	5	-9	-1	-3	-8	-2	-1	3	-3	-6
Cc1ccc(C)c(NC(=O)CN(C)C(=O)c2cc3ccccc3oc2=O)c1	-38	-149	-81	-4	1	-12	-9	.	-27	-5	10
O=C(CSc1nc(-c2cccs2)cc(C(F)(F)F)n1)NCCCN1CCOCC1	-3	8	14	2	7	-4	2	2	3	-2	-10
Cc1ccc(Oc2nc3c(c(=O)n(Cc4ccccc4F)c(=O)n3C)n2C)cc1	-11	39	18	3	-5	62	8	1	14	-8	14
COc1ccc(C(=O)c2sc(Nc3ccccc3)nc2C)cc1	-41	-80	-116	2	-10	-10	-6	-3	-16	-4	14
CC(=O)Nc1cccc(C(=O)N2CCC(n3nccc3NC(=O)CC(C)C)CC2)c1	3	1	6	-10	0	9	-23	-1	-2	-6	-7
CCc1oc(C(=O)OC)cc1CSC(=N)N	6	4	16	13	4	-14	-6	-4	4	-5	1
